STEP block – STEP (human) phosphatase inhibition. recombinant STEP, OMFP fluorogenic substrate, fluorescence. inhibition, % at 20 µM. P54829. 0.25% of 360,000 active;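 active means inhibition at 20 µM, scaled per plate between control wells, above about 37%, limit read from the data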;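 further: 0% = DMSO with enzyme and substrate and 100% = substrate only without enzyme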
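Material: STEP (striatal-enriched tyrosine phosphatase) enzyme, cell-free; Compound dosing: 20 µM single dose in 1% DMSO; Technique: fluorescence read at 480 nm ex / 540 nm em; Times: reaction 20 min, ambient temperature; Medium: 50 mM Bis-Tris pH 6.0 with 2.5 mM DTT and 0.005% Tween 20; Also added: OMFP at 25 µM.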
CendR NRP1 mod – NRP-1/CendR interaction modulation. O14786. FAM-RPARPAR peptide binding to NRP-1, fluorescence polarization. inhibition, % at 25 µM. 0.85% of 360,000 active. AID 602438;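 active means inhibition or corrected inhibition above about 18%, plus a signal ratio from 0.5 to 1.5, limit read from the data, passing the limit was not always enough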; further: strong numbers were not always called active
Target sequence (O14786 whole entry, looked up): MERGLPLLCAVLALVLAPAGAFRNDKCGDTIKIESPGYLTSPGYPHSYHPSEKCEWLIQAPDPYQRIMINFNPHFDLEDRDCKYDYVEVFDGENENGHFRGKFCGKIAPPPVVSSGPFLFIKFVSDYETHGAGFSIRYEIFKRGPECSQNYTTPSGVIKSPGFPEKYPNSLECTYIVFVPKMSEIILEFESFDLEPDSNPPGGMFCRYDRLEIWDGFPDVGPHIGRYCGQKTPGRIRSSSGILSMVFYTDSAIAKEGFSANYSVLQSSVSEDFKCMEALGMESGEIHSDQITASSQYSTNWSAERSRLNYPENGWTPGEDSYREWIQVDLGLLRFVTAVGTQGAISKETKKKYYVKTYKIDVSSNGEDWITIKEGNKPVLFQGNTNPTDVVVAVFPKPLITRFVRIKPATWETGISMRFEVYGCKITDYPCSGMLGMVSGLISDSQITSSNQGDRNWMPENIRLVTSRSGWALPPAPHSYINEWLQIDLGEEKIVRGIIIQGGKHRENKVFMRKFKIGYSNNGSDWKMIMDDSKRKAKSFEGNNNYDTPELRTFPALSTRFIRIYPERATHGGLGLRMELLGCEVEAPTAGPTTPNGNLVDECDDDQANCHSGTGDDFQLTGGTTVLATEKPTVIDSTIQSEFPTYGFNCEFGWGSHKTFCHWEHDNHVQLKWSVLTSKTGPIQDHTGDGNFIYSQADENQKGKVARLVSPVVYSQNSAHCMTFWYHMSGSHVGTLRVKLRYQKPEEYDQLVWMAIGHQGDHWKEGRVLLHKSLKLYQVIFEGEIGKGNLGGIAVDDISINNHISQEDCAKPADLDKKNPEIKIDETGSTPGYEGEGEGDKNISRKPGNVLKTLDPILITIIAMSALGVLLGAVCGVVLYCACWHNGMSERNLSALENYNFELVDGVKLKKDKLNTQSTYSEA
MsrA act – activates bovine MsrA enzyme; purified bovine MsrA, absorbance read-out; activation, % at 10.6 µM; 0.3% of 360,000 active; AID 602163; in the data active means activation above about 7.5%;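 further: 0% = vehicle and 100% = reference activator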
DNMT1 block – inhibitors of human DNMT1. P26358. DNMT1 molecular beacon, Hinp1I cleavage, fluorescence. inhibition (reported as % activation of signal), % at 10 µM. 0.83% of 360,000 active. AID 588458; in the data active means inhibition above about 50%
MsrA inh – inhibits bovine methionine sulfoxide reductase A; purified bovine MsrA, absorbance read-out; inhibition, % at 15.5 µM; 0.75% of 360,000 active; AID 651718; in the data active means inhibition above about 4.5%;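 further: 0% = vehicle wells with enzyme and 100% = reference inhibitor wells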
Tb MetRS inh – blocks T. brucei methionyl-tRNA synthetase activity; purified T. brucei MetRS, ATP depletion, Kinase-Glo luminescence; inhibition, % at 11.9 µM; 0.4% of 360,000 active; AID 624268;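 active means inhibition above a per-plate cutoff of the control wells' mean inhibition plus 3 SD, cut at about 5.5% in these data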;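 further: 0% = DMSO wells median and 100% = median of wells with control inhibitor compound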
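assay system = parasite MetRS enzyme | timing = 15 min preincubation, 2 h reaction, all 25 °C | evaluation = percent inhibition relative to median high and low control wells | medium = HEPES buffer containing pyrophosphatase, BSA, spermine, DTT | compound = single dose, 11.9 µM final nominal, 0.9% final DMSO | detection = Kinase-Glo luminescence, ATP depletion format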
SUMO1-SIM PPI – alters human SUMO1 binding to SIM partners | P63165 | inhibition, % at 20 µM | 0.33% of 360,000 active | AID 602429 | SUMO1 binding to a labelled peptide, TR-FRET, 1 h; in the data active means inhibition above about 37%
Target sequence (P63165 whole entry, looked up): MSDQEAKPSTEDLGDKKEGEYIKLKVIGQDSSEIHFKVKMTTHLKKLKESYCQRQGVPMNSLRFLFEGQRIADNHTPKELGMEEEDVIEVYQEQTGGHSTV
Scp1 inh – blocks human Scp-1 phosphatase activity; inhibition, % at 20 µM; Q9GZU7; Recombinant Scp1, phosphopeptide, malachite green phosphate absorbance; 0.88% of 340,000 active;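 active means inhibition above about 50% at 20 µM, limit read from the data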;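 further: plate controls were DMSO wells with enzyme for no effect and wells lacking enzyme for full effect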
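Assay system: SCP-1 catalytic fragment, aa 76-261 | Buffer or medium: Tris acetate buffer pH 5.5 with MgCl2 and Tween-20 | Compound: One concentration, 20 µM, with 1.0% DMSO | Also added: Phospho 17-mer peptide substrate | Signal: Absorbance at 630 nm | Incubation: 45 min enzyme reaction at room temperature | Measure: % inhibition of SCP-1 phosphate liberation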
LMPTP block – blocks human LMPTP phosphatase. recombinant LMPTP-A, OMFP fluorogenic substrate, fluorescence intensity. inhibition, % at 20 µM. 0.22% of 360,000 active;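 active means compounds that cut the enzyme signal by at least half of the control window in the single-dose screen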;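 further: plate controls were DMSO wells with enzyme plus substrate for no effect and substrate without enzyme for full effect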
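Material: LMPTP-A; amount: 0.625 nM enzyme; doses: single 20 µM dose; times: reaction 50 min, room temperature, dark; technique: fluorescence intensity of OMFP turnover product; benchmarks: no-enzyme and uninhibited controls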
E coli Lon inh – inhibits E. coli Lon protease. P0A9M0. purified E. coli Lon protease, fluorescence polarization. inhibition, % at 7.94 µM. 0.42% of 360,000 active. AID 602123; in the data active means inhibition above about 13%, passing the limit was not always enough;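 further: 0% = enzyme with probe and DMSO and 100% = no enzyme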
Starred values were filed as active, the others as inactive; / = not tested or not shown. Rows were taken by chance. About 4.3% of those tested had a hit in this group.

STEP block	CendR NRP1 mod	MsrA act	DNMT1 block	MsrA inh	Tb MetRS inh	SUMO1-SIM PPI	Scp1 inh	LMPTP block	E coli Lon inh	Molecule
/	9	/	/	-1.7	-0.3	1	/	-0.8	/	Cc1ccccc1S(=O)(=O)NCC[C@@H]1CC[C@@H](NC(=O)C2CCCC2)[C@@H](CO)O1
4	-2	-2	10	-1.8	-0.5	0	-8	1.8	3	CC(C)CC(COCc1cccc(Cl)c1)N1CCN(C(=O)c2cccc(C(F)(F)F)c2)CCC1=O (centres undefined)
2	6	-7	-4	/	-0.5	3	10	0.1	0	O=S(=O)(NC1CCCCC1N1CCN(c2cccc(Cl)c2)CC1)c1ccccc1 (centres undefined)
-5	0	-3	-2	0.0	-0.2	1	-8	-1.6	11	CC(=O)Nc1ccc(S(=O)(=O)NCCC(=O)OCC(=O)NC(C)c2ccc(Cl)cc2)cc1 (centres undefined)
2	8	-3	0	-0.1	-0.5	7	14	-2.0	-1	COc1cc2c(cc1OC)C(c1ccncc1)CC(=O)N2 (centres undefined)
-4	9	-4	-3	0.4	-0.9	-4	-12	0.9	-2	O=C(CN1CCCCCC1)N1c2ccccc2Sc2ccccc21
3	9	0	-1	2.1	-0.6	-18	-5	-0.5	7	FC(F)(F)c1nc2cc3nc4ccccc4[nH]c3cc2n1
4	2	0	3	1.9	-0.4	-22	-11	5.6	2	COc1ccc(C2=CC(=O)C[C@H](c3ccc(Cl)cc3)C2)cc1
3	-4	-3	1	0.5	-0.6	-1	-4	1.0	2	O=S(=O)(/C=C/c1ccccc1)N1CCN(c2ccc(F)cc2)CC1
98*	11	-13	36	/	-1.6	12	89*	19	13	COc1ccc(NC(=O)c2cc3c(COC(C)=O)cnc(C)c3oc2=Nc2cccc(C(=O)O)c2)c(OC)c1
2	-8	-1	-6	0.9	0.1	-23	-5	-1.6	-12	COc1ccccc1N1CCN(c2ccc([N+](=O)[O-])cn2)CC1
4	9	-1	-4	-1.0	0.0	-1	-6	0.7	-11	O=C1C2ON(c3ccccc3)C(c3ccncc3)C2C(=O)N1c1ccc(Br)cc1 (centres undefined)
1	6	-1	0	2.5	-0.2	-15	-2	1.8	2	O=S1(=O)CCN2C=C(Br)C=C(Br)C2=N1
-1	-18	-3	1	0.9	0.2	13	-5	0.1	-3	CCCc1cc(=O)[nH]c(SCC(=O)Nc2ccc(Cl)c(S(=O)(=O)N3CCOCC3)c2)n1
1	-16	-1	-7	-0.7	-0.8	-4	-9	2.2	10	COc1cccc(NC(=O)c2cc3ccccc3cc2OC)c1
0	14	-3	1	3.1	-0.1	3	-11	0.4	-9	Cc1ccccc1CC(=O)c1ccc(O)c(C)c1O
0	-41	-2	-6	/	0.4	2	20	-0.1	0	CCn1c(CC(=O)Nc2cccc(Cl)c2Cl)nnc1SCCOc1ccc(OC)cc1
-4	9	0	-4	-0.5	-0.7	-14	-3	-0.8	0	CSc1nnc(-c2cccn(Cc3cccc(Cl)c3)c2=O)o1
1	4	-9	2	4.5	-1.2	-13	5	1.6	3	C=CCOc1ccc(/C=N/Nc2ccccn2)cc1OC
5	16	2	1	0.7	-0.2	3	/	1.9	-5	O=C(NCCOc1ccccc1)c1cccc(S(=O)(=O)N2CCN(Cc3ccccc3)CC2)c1
2	-13	-3	-1	-1.4	0.2	15	-4	3.1	-6	Cc1nc(SC(C(=O)c2ccccc2)c2ccccc2)nc2ccccc12 (centres undefined)
0	-4	1	0	-1.6	0.3	16	-6	0.8	9	COC(=O)c1cc(NS(=O)(=O)c2ccc(OC)c(OC)c2)ccc1Cl
-2	-1	-1	-5	0.5	0.4	-8	-5	-5.3	3	CCN1CCN(CCC(=O)Nc2cc(OC)ccc2OC)CC1
0	-2	-1	1	0.5	-0.1	-1	-7	-0.6	-3	COc1ccc(CC(=O)N/N=C(\C)c2cccnc2)cc1
3	9	-3	0	-0.4	-0.3	3	-5	-4.1	-2	O=C(NCCCn1ccnc1)/C(=C\c1cccnc1)NC(=O)c1ccccc1F

Sorted by the number under LMPTP block (high to low): three of the compounds above.
Molecule,STEP block,CendR NRP1 mod,MsrA act,DNMT1 block,MsrA inh,Tb MetRS inh,SUMO1-SIM PPI,Scp1 inh,LMPTP block,E coli Lon inh
C=CCOc1ccc(/C=N/Nc2ccccn2)cc1OC,1,4,-9,2,4.5,-1.2,-13,5,1.6,3
O=S(=O)(/C=C/c1ccccc1)N1CCN(c2ccc(F)cc2)CC1,3,-4,-3,1,0.5,-0.6,-1,-4,1.0,2
CC(=O)Nc1ccc(S(=O)(=O)NCCC(=O)OCC(=O)NC(C)c2ccc(Cl)cc2)cc1 (centres undefined),-5,0,-3,-2,0.0,-0.2,1,-8,-1.6,11

Next structures follow.
STEP block	CendR NRP1 mod	MsrA act	DNMT1 block	MsrA inh	Tb MetRS inh	SUMO1-SIM PPI	Scp1 inh	LMPTP block	E coli Lon inh	Molecule
-1	29*	-4	0	-0.9	-1.4	3	-8	1.2	-6	CC(C)n1c(NCc2ccc(N(C)C)cc2)nc2ccccc21
-2	-12	-3	76*	0.9	-1.0	3	6	0.4	2	Cc1ccc(-c2cc(C(F)F)n3ncc(C(=O)NCc4ccco4)c3n2)cc1
0	-2	5	0	-0.5	-0.2	-8	0	-0.2	-13	COc1ccccc1CNC(=O)C1CC2Cn3c(nc4cc5ccccc5cc43)C2N1C (centres undefined)
2	-3	-9	4	3.1	-1.2	-2	-4	-2.8	1	Cc1cc(/C=N/n2cnnc2)c(C)n1-c1ccc2c(c1)OCO2
-1	-5	3	-5	1.1	0.2	3	-13	1.8	3	CCOC(=O)C1=C(C)N=C2SC(C(=O)OC)=CC(=O)N2C1c1cc(OC)c(OC)c(OC)c1 (centres undefined)
-1	11	-1	1	-0.6	-0.8	-2	-6	0.1	12*	COc1ccc(CCN2C(=O)CC(N3CCN(S(=O)(=O)c4ccccc4)CC3)C2=O)cc1 (centres undefined)
-2	7	-11	4	0.5	-1.7	3	-6	1.8	-5	CC(C)CNC(=O)C1CC(=O)OC12CCCCC2 (centres undefined)
-3	-11	-1	-9	-0.4	-0.6	0	-4	0.2	-10	Nc1ccc(Sc2ccccc2Cl)nc1
0	-11	-7	26	0.0	-1.1	0	31	-1.0	4	Cc1ccc(C(=O)Nc2ccc(S(=O)(=O)NCc3ccco3)cc2)cc1
4	4	-3	2	-1.1	-0.6	7	-20	-2.4	-1	CCCCCCC[C@@H](C/C=C/CCC(=O)O)OC
1	-8	-5	7	-1.7	-0.2	1	-3	-0.6	-1	Cc1cc(C)nc(N2C(=O)CC(Cc3ccccc3)C2=O)n1 (centres undefined)
-1	1	-2	0	-0.9	-0.6	-1	-1	-0.9	4	COCCCNC(=O)CN(Cc1ccccc1)S(=O)(=O)c1ccccc1
-3	7	-4	-5	1.7	0.3	4	-5	-0.6	0	CC(=O)Nc1cccc(NC(=O)CSc2nc3ccccc3o2)c1
0	4	-4	1	-1.0	-0.8	-5	-9	-2.3	-4	O=C(CCN1CCCCC1)Nc1cccc(Cl)c1
0	-3	-1	1	1.0	-0.4	-15	-5	-0.9	3	CCCOc1ccc(/C(O)=C2/C(=O)C(=O)N(CCCOC)C2c2ccncc2)cc1 (centres undefined)
0	-10	-2	5	0.0	9.4*	0	/	0.0	-1	Cc1ccc(-c2cnc(C(O)c3ccc(Cl)c(Cl)c3)[nH]2)cc1 (centres undefined)
0	2	-4	-1	0.8	-0.6	-3	-1	2.1	-2	Cc1nn(Cc2ccccc2)c(Cl)c1/C=C/C(=O)OC(C(=O)NC(N)=O)C(C)C (centres undefined)
0	6	-2	-6	0.2	-0.5	-5	-11	1.3	-4	C=CCNC1=C(Cl)C(=O)N(c2cccc(Cl)c2Cl)C1=O
-2	-13	-1	6	1.1	-0.5	-16	-8	-1.7	-1	O=[N+]([O-])c1cccc(-n2nnnc2CN2CCCCCC2)c1
2	11	-2	1	0.7	-0.2	-1	-8	2.5	2	CCc1ccc(-c2csc(NC(=O)C3=COCCO3)n2)cc1
0	-14	-6	0	0.2	-1.4	5	-2	0.9	-4	COC(=O)c1cc(C#N)c(Oc2ccc(OC)cc2)nc1C
0	-3	-4	2	-0.4	0.6	-1	-3	0.2	-2	O=Cc1cn(CCC(=O)O)nc1-c1cccc2ccccc12
0	-2	-6	3	-0.1	-0.6	1	2	-1.1	-2	Cc1[nH]nc2c1C(c1cnn(C)c1)C(C#N)=C(N)O2 (centres undefined)
2	-7	-4	-1	1.5	0.1	-3	-12	0.7	-10	CN(C)C(CNC(=O)CNC(=O)c1ccc2ccccc2c1)c1ccccc1 (centres undefined)
-3	-9	-2	-5	1.1	1.5	-14	-2	0.9	-8	CC(=O)NS(=O)(=O)c1ccc(N=c2ssc3c2-c2cc(C)c(C)cc2NC3(C)C)cc1
0	-19	-4	-1	0.7	-2.5	0	-12	0.5	7	Cc1csc(NC(=O)c2cn3ccccc3n2)n1
-2	-10	0	2	-0.3	-0.3	5	-2	3.3	4	O=C(COC(=O)Cc1c[nH]c2ccccc12)NC1CCS(=O)(=O)C1 (centres undefined)
0	15	-4	1	0.0	-0.1	2	-5	0.9	-1	O=C1CCCCC1(c1ccccc1)c1ccccc1

Marked active in E coli Lon inh, of those listed so far:
STEP block	CendR NRP1 mod	MsrA act	DNMT1 block	MsrA inh	Tb MetRS inh	SUMO1-SIM PPI	Scp1 inh	LMPTP block	E coli Lon inh	Molecule
-1	11	-1	1	-0.6	-0.8	-2	-6	0.1	12*	COc1ccc(CCN2C(=O)CC(N3CCN(S(=O)(=O)c4ccccc4)CC3)C2=O)cc1 (centres undefined)

Compound activity as filed in PubChem.
